Compound activity: PubChem BioAssay, NMMLSC
VLA-4 inh = inhibition in a human VLA-4 binding assay; VLA-4 expressing cells, ligand binding flow cytometry; inhibition, % (about 7 µM as worked out from the volumes in the protocol); 330,000 tested, 0.2% active; in the data active = inhibition above about 50%
CR mimetic SO = yeast age-related superoxide inhibition as caloric restriction mimetic. 330,000 tested, 0.18% active. S. cerevisiae aged cells, superoxide DHE fluorescence; hits give low values. superoxide response (% of plate mean), % at 10 µM. AID 2690;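 active = superoxide response under a set limit, about three screen SD below normal, cut at about 65% in these data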;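 note: yeast aged for seven days with compound at 30 °C before DHE staining; 100% = average MFI of all compound-treated wells on the plate with controls excluded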
GRK2 inh = blocks RNA aptamer binding to human GRK2. inhibition of aptamer binding, % at 10 µM. bead flow cytometry, FAM-aptamer displacement from GRK2. AID 488847. 330,000 tested, 0.59% active;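 active = inhibition of aptamer binding above 40%, roughly 3 SD of noise, on plates passing a quality check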;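 note: median bead fluorescence of bound FAM aptamer so fluorescent compounds give negative values; no value below 0 was filed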
Target sequence (P25098 whole entry, looked up): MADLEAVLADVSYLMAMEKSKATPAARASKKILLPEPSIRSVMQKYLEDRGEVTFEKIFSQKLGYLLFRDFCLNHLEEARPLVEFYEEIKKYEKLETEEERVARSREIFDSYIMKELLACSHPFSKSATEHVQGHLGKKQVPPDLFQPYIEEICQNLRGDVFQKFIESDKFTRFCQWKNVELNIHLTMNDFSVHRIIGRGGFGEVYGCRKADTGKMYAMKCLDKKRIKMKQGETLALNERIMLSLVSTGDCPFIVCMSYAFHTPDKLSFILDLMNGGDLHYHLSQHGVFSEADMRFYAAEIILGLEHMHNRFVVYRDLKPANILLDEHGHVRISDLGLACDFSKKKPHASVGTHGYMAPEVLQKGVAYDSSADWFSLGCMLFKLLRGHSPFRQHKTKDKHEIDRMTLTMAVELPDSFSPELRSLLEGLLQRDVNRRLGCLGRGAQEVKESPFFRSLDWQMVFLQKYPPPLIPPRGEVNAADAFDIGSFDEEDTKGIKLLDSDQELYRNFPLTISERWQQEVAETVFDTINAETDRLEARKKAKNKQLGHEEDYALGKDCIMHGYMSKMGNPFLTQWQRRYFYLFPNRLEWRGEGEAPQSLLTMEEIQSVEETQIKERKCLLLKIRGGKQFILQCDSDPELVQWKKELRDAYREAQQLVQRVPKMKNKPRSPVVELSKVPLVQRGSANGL
LAP4-GFP MLPCN = modulators of TOR pathway LAP4-GFP in S. cerevisiae; S. cerevisiae LAP4-GFP multiplex, flow cytometry GFP, 3 h; median GFP as percent of DMSO wells; 320,000 tested, 0.34% active; GFP response vs DMSO, % at 10 µM;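 active = GFP response vs DMSO above a set limit, about the screen mean plus 3 SD, cut at about 150% in these data; inconclusive = under 70 cell events counted for the yeast strain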
MEP2 TOR yeast = yeast TOR pathway MEP2-GFP modulation; S. cerevisiae MEP2-GFP strain, flow cytometry GFP, 3 h; 100% = DMSO control level; GFP response vs DMSO, % at 10 µM; 330,000 tested, 0.51% active;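 active = GFP response versus DMSO above a set limit, roughly screen mean plus 3 SD, cut at about 180% in these data; inconclusive = fewer than 70 cells counted for a yeast strain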;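 note: median GFP fluorescence of the barcode-gated MEP2-GFP cells per well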
RPL19A-GFP yeast = modulators of TOR pathway RPL19A-GFP in S. cerevisiae; 330,000 tested, 0.3% active; percent response vs DMSO, % at 10 µM; S. cerevisiae RPL19A-GFP strain, flow cytometry, 3 h; hits give low values;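 active = percent response vs DMSO below 50%; inconclusive = fewer than 70 events counted for the yeast strain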;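 note: median channel GFP fluorescence of the barcoded RPL19A-GFP strain; ratio of sample median GFP to plate DMSO average so 100% = DMSO; lower means less RPL19A-GFP as with rapamycin TOR inhibition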
AGP1 TOR yeast = alters AGP1-GFP fluorescence in TOR pathway yeast screen. S. cerevisiae AGP1-GFP multiplex flow cytometry, 3 h; GFP as percent of DMSO wells. GFP response vs DMSO, % at 10 µM. 320,000 tested, 0.02% active. AID 2066;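 active = GFP response relative to DMSO above a set limit, near screen average plus 3 SD, cut at about 150% in these data; inconclusive = fewer than 70 cells counted for the yeast strain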;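 note: median GFP channel fluorescence of the gated AGP1 strain per well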
CIT2-GFP yeast = alters CIT2-GFP fluorescence in TOR pathway yeast screen; AID 2029; S. cerevisiae CIT2-GFP strain, flow cytometry, 3 h; 100 means same as DMSO wells; 320,000 tested, 0.065% active; GFP response vs DMSO, % at 10 µM;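 active = GFP response relative to DMSO above a set limit, near the screen mean plus 3 SD, cut at about 150% in these data; inconclusive = Fewer than 70 cells measured for a yeast strain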;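 note: ratio of well median GFP fluorescence to mean of DMSO wells on the plate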
Active calls of the source: *; ? = inconclusive; nt = not tested or not shown; [ ] = another dose, or the depositor's remark. Compounds as they come; any-hit rate near 1.7%.

SMILES	VLA-4 inh	CR mimetic SO	GRK2 inh	LAP4-GFP MLPCN	MEP2 TOR yeast	RPL19A-GFP yeast	AGP1 TOR yeast	CIT2-GFP yeast
O=C(/C=C/c1ccc(S(=O)(=O)N2CCOCC2)cc1)NCc1ccccc1F	-11	98	0	108	100	102	103	96
CC(NC(=O)Cn1c(NCCO)nc2ccccc21)c1ccccc1 (stereo unspecified)	19	102	1	95	93	95	96	100
CCCCNC(=S)NC(=O)c1ccccc1Br	-3	108	5	96	106	102	99	99
COc1ccc(/C(C)=N/NC(=O)c2cc(-c3cccnc3)nc3ccccc23)cc1	4	90	0	91	103	104	97	102
Cc1ccc2c(c1)c(CC(=O)Nc1ccc(F)cc1)c(C(=O)O)n2C	4	105	0	102	103	100	106	109
O=S(=O)(c1ccc2nc(N3CCN(c4ccc(F)cc4)CC3)ccc2c1)N1CCCCC1	4	88	0	100	103	102	101	105
Cc1cc(NC(=O)Cn2nc(C)c([N+](=O)[O-])c2C)no1	0	105	3	108	110	100	107	105
CC(=O)N1c2ccc(S(=O)(=O)N3CCOCC3)cc2CC1C (stereo unspecified)	5	100	1	89	89	90	95	95
CC1(C)C(=O)Nc2ccccc2N1C(=O)COC(=O)c1cc(S(=O)(=O)N2CCOCC2)ccc1F	1	98	7	101	92	97	102	104
COc1cc(NC(=O)c2ccc(Cl)cc2)c(OC)cc1NC(=O)CN1CCCCC1	10	102	0	105	99	97	112	102
CCOC(=O)c1ccc(-n2c(C)ccc2C)cc1	-21	110	0	90	103	108	102	103
CCOc1ccc(CCNC(=O)CS(=O)Cc2nc(-c3ccc(C)cc3)oc2C)cc1 (stereo unspecified)	-6	98	3	107	102	103	104	105
CN(C(=O)CCNC(=O)Cn1ccc2ccccc2c1=O)c1ccc(Br)cc1	-1	103	1	93	105	106	101	102
COc1ccc(CCNC(=O)c2nn(C)c3c2CS(=O)(=O)c2ccccc2-3)cc1OC	3	90	0	93	109	100	103	101
O=C(/C=C/c1cccc([N+](=O)[O-])c1)NCc1ccccc1	-4	100	0	123	101	100	113	92

Brought forward from above: 2 compounds, then new ones.
SMILES	VLA-4 inh	CR mimetic SO	GRK2 inh	LAP4-GFP MLPCN	MEP2 TOR yeast	RPL19A-GFP yeast	AGP1 TOR yeast	CIT2-GFP yeast
COc1ccc(CCNC(=O)c2nn(C)c3c2CS(=O)(=O)c2ccccc2-3)cc1OC	3	90	0	93	109	100	103	101
O=C(/C=C/c1cccc([N+](=O)[O-])c1)NCc1ccccc1	-4	100	0	123	101	100	113	92
CC(=O)OCCN(C)c1cc(SC(C)C)c2nonc2c1[N+](=O)[O-]	16	106	1	101	99	100	103	103
CC(=O)C[C@H](O)CC(=O)[C@H]1OC(=O)[C@H](C)CCCCc2ccccc21	20	103	3	103	90	85	97	85
CN(C)/C=C(\C#N)c1nc2ccccc2[nH]1	-4	81	4	96	104	99	103	95
Cc1ccc(C2C(C(=O)c3cccs3)=C(O)C(=O)N2CCN2CCOCC2)o1 (stereo unspecified)	2	109	1	87	100	100	103	nt
C=CCN1C(=O)C2(C(C(=O)c3ccc(C)o3)=C(O)C(=O)N2CCCN2CCOCC2)c2ccccc21 (stereo unspecified)	13	97	0	99	105	98	98	104
CCC(C)Sc1nc2c(c(=O)[nH]c(=O)n2C)n1C (stereo unspecified)	0	154	0	92	103	97	93	nt
CC(C)NC(=S)N/N=C/c1c[nH]c2ccccc12	-6	124	1	95	103	107	102	112
CCN(Cc1nc2cc(OC)c(OC)cc2c(=O)[nH]1)C(=O)c1ccc(S(=O)(=O)N(C)C)cc1	6	87	4	100	102	101	105	108
COc1cccc(NC(=O)C2=COCCO2)c1	15	101	0	110	92	99	105	87
CC(Nc1ccc2ccccc2c1)C(=O)N/N=C/c1ccncc1 (stereo unspecified)	42	92	1	105	102	102	109	101
Cc1ccc(C2CC(=O)C(C=NCCN3CCN(C(=S)Nc4ccccc4)CC3)=C(O)C2)cc1 (stereo unspecified)	8	97	0	89	100	98	84	93
COc1cccc(C(=O)Nc2ccc3[nH]ncc3c2)c1OC	6	108	12	93	108	106	100	102
CCCCNC(=O)COC(=O)c1cc(F)c(F)cc1Cl	1	108	2	103	104	100	101	99
CCc1ccccc1NC(=O)COC(=O)C1C2CC3OC(=O)C1C3C2 (stereo unspecified)	3	120	2	101[may fluoresce violet]	754*[may fluoresce violet]	49*[may fluoresce violet]	24[may fluoresce violet]	?
Clc1ccc(Oc2nc3ccccc3n3cccc23)cc1	8	94	1	112[may fluoresce violet]	232*[may fluoresce violet]	64[may fluoresce violet]	nt	?
Cc1ccc(NC(=O)Cn2nc(C(=O)O)c3ccccc3c2=O)cc1S(=O)(=O)N1CCOCC1	-1	78	1	103	102	100	105	99
CCOC(=O)c1c(-c2ccccc2)oc2ccc(OCC(N)=O)cc12	0	102	0	98	104	103	103	103
O=C(Nc1ccc(Nc2ccccc2)cc1)c1ccc(Br)cc1	27	108	0	94	110	102	103	107
CCCN(CC(=O)Nc1ccc(F)c(F)c1F)C(=O)c1cc([N+](=O)[O-])ccc1N1CCOCC1	5	98	0	99	94	90	95	86
O=C(NC1CC1)C1CCN(C2CCN(C(=O)c3ccc4cccc(F)c4n3)CC2)CC1	-4	108	0	95	95	98	97	90
CC1(C)Oc2ccc(C(=O)NNC(=O)Nc3ccccc3)cc2NC1=O	-4	91	5	98	107	105	105	105
OCCN1CCN(C(=S)NC2CCCC2)CC1	7	89	0	89	103	101	97	101
CCC(C(=O)O/N=C(\N)c1cccc(C)c1)c1ccccc1 (stereo unspecified)	0	101	0	100	102	104	99	94
COc1ccc(CNc2cccc3[nH]c(C(F)(F)F)nc23)cc1OC	0	69	0	91	103	100	92	103
Cc1ccc2nc(C)c3c(c2c1)OC(C(C)(Cl)Br)C3 (stereo unspecified)	8	93	2	107	99	103	101	103
O=C1c2ccc(-c3ccc(F)cc3OCc3ccccc3)cc2S(=O)(=O)c2cccc(C(=O)N3CCN(c4ncc(Cl)cc4Cl)CC3)c21	2	104	0	134	108	98	105	102
CCOC(=O)C1Cn2c(nc3c(c2=O)C(C)(CC)Cc2ccccc2-3)S1 (stereo unspecified)	0	90	1	nt	96	90	92	79
COc1ccc(-c2nnc(SC(C)C(=O)NCc3ccc4c(c3)OCO4)n2Cc2ccco2)cc1 (stereo unspecified)	1	92	0	96	102	95	102	103
COC(=O)c1cc(S(=O)(=O)NCC2CCN(Cc3cccc(Cl)c3)CC2)c[nH]1	12	93	0	88	111	92	94	96
C=C(C)COc1ccc(-c2n[nH]c(C)c2Oc2ccccc2OC)c(O)c1	13	100	2	103	105	99	101	93
CCN(CC)CCNC(=O)c1ccc(Cl)c(S(=O)(=O)Nc2ccc(Cl)cc2)c1	-6	105	0	nt	96	102	101	103
CC(=O)n1nc(-c2cccc(C)c2)nc1SCC(=O)Nc1ccccc1	-8	97	0	97	92	97	97	99
Cc1ccc(S(=O)(=O)C2(C(=O)N(C)C3CCCCC3)CC2)cc1	10	103	2	100	97	98	101	92
NNC(=O)CNC(c1ccccc1)c1cc(Br)ccc1N (stereo unspecified)	0	114	0	nt	109	100	nt	nt
COc1ccc(C2c3[nH]c4ccccc4c3CCN2CCCn2cccn2)c(F)c1 (stereo unspecified)	-15	93	0	101	104	100	102	91
CCS(=O)(=O)N1Cc2ccccc2CC1C(=O)Nc1nc2ccc(C)cc2s1 (stereo unspecified)	0	92	0	97	100	104	106	103
O=C(Cc1ccccc1)Nc1ccc(SC(F)F)cc1	8	92	5	116	102	97	92	83
Cc1ccc(Cn2ccc(NC(=O)c3cc(-c4cccc(Cl)c4)on3)n2)cc1	8	106	2	99	101	102	101	107
Nc1c(-c2cccs2)cnc2c(-c3ccc(F)cc3)cnn12	35	107	0	98	111	103	101	104
Cc1ccccc1NC(=O)COC(=O)c1cccc(S(=O)(=O)N2CCCCC2)c1	15	118	2	100	99	99	101	100
O=C(Nc1cccc(/C=C/c2ccccn2)c1)c1ccc(-n2cncn2)c([N+](=O)[O-])c1	6	98	3	106	106	101	108	114
COCCN1CCN(C(=O)c2cc(COc3cc(C)ccc3C)on2)CC1	2	105	1	102	97	101	105	101
COc1ccc(S(=O)(=O)N2CCN(CC(O)CN3CCOCC3)CC2)cc1 (stereo unspecified)	15	79	0	87	89	97	92	97
COc1ccc(NC(=O)C2C3C=CC4(O3)C2C(=O)N(CCN2CCCCC2C)C4C(=O)NC2CCCCC2)cc1 (stereo unspecified)	0	96	0	91	104	97	95	95
COc1ccc(CCN(C)C(=S)NC(=O)c2ccc(F)cc2Cl)cc1OC	-5	94	0	93	97	100	96	96
O=C(c1cnc(N2CCN(c3ncccn3)CC2)c2ccccc12)N1CCN(c2ncccn2)CC1	15	96	2	99	103	98	98	99
Cc1cccc(NC(=O)C2CCCN2C(=O)Oc2ccccc2)c1 (stereo unspecified)	-1	112	1	101	104	105	108	105
CSc1ccc(S(=O)(=O)Nc2cccc(F)c2)cc1	-7	105	1	99	98	99	99	96
CCOC(=O)c1cccc(C(=O)OCC)n1	7	97	1	95	100	96	97	97
CC(Oc1ccc(Cl)cc1Cl)c1nc(-c2ccc(NC(=O)c3ccco3)cc2)no1 (stereo unspecified)	31	121	2	105	107	98	102	95
O=C(c1ccccc1)c1ccc2nc(-c3ccc(NC(=O)c4ccccc4F)cc3)[nH]c2c1	-4	103	0	98	98	90	92	97
O=C(Nc1cccc(C(F)(F)F)c1)C1CCN(S(=O)(=O)c2ccc(N3CCCC3=O)cc2)CC1	4	93	0	97	113	109	107	112
COc1ccccc1N1CCN(C(=O)CSc2nnc3c4ccccc4nc(Cc4ccccc4)n23)CC1	-3	99	0	99	107	107	98	107
Cc1ccc2cc(CCNC(=O)C(=O)c3c[nH]c4ccccc34)c(=O)[nH]c2c1	8	102	71*	95	103	105	101	104
COC(=O)CCCC(=O)N1CCCC(CCC(=O)NCc2ccc(F)c(F)c2)C1 (stereo unspecified)	-1	109	0	98	102	98	102	nt
CCN(CC)c1ccc(/C=N/NC(=O)c2cccc(S(=O)(=O)Nc3ccccc3OC)c2)c(O)c1	7	107	70*	93	105	104	97	101
CC(C)NC(=O)c1cc2n(n1)C(C(F)(F)F)CC(c1ccco1)N2 (stereo unspecified)	-1	94	1	100	105	110	104	111
c1ccc2sc(NC3=NCN(CC4CCCO4)CN3)nc2c1 (stereo unspecified)	-12	84	3	91	103	93	103	109
Cc1ccc2c(c1)cc(CN(Cc1ccco1)S(=O)(=O)c1ccccc1)c1nnnn12	-8	86	2	100	105	105	101	93
O=C(Cn1ccc2cc(S(=O)(=O)N3CCCC3)ccc21)NCc1ccco1	3	114	1	87	96	98	93	92
The list goes on.
SMILES	VLA-4 inh	CR mimetic SO	GRK2 inh	LAP4-GFP MLPCN	MEP2 TOR yeast	RPL19A-GFP yeast	AGP1 TOR yeast	CIT2-GFP yeast
COc1cccc(NC(=O)[C@H](NC(=O)[C@@H]2Cc3ccccc3CN2)c2ccccc2)c1	-3	87	5	92	103	96	99	103
CC(C)OC(=O)CC1C(=O)NCCN1C(=S)NC(=O)c1ccc(F)cc1 (stereo unspecified)	8	100	0	97	104	104	108	108
Cc1ccc2c(c1)OC(c1ccc3c(c1)OCCO3)CC2=O (stereo unspecified)	5	108	2	97	104	102	94	95
COc1ccc(NC(=O)Nc2cccc(F)c2)c(OC)c1	9	96	1	108	117	105	99	96
COc1cc(/C=N/NC(=O)C(N)=O)cc(OC)c1O	5	107	1	95	106	108	103	106
CC(=O)Nc1ccc(S(=O)(=O)Nc2ccc(Cl)cn2)cc1	14	101	0	91	107	102	100	103
